Bioassay records: PubChem, National Center for Advancing Translational Sciences (NCATS)
GAA glycogen mod: qHTS Assay for Inhibitors and Activators of Human alpha-Glucosidase Cleavage of Glycogen | Lysosomal alpha-glucosidase (Homo sapiens), P10253 | recombinant GAA, glycogen substrate, Amplex Red glucose oxidase fluorescence | Potency, µM (doses to about 76.4 µM), without a hit: top-dose activity change, negative = inhibition, most hits filed as inhibitors | 300,000 compounds, 0.38% hits; active = well fitted inhibition curve with a large enough effect; inconclusive = small, poorly fitted or top-dose-only effect, or another doubt; inactive = no such curve, though single readings can be large or run the other way;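 note: 0% = full enzyme reaction and -100% = no-enzyme basal signal; the screen sought inhibitors and activators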
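Recombinant human enzyme (4 nM); glycogen substrate; 37 C, 40 min, pH 5.0. Readout: coupled glucose oxidase/Amplex Red fluorescence.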
Starred values were filed as active, the others as inactive; ? = inconclusive; & = joins results of further samples; [ ] = another dose, or the depositor's remark. Potency is the fitted concentration of half-maximal effect. A portion of the library; count on the stated rates, not on these rows.

SMILES | GAA glycogen mod
O=C(NC1CCCC1)C(c1ccc(F)cc1)N(Cc1ccccc1)C(=O)c1csnn1 (stereo not drawn) | -0.6%
C=CCN1C(=O)/C(=C2/Sc3ccccc3N2CC)SC1=S | -2.4%[76.3 µM]
CC(C)N(Cc1nccn1C)C(=O)c1ccc2oc(Cc3ccccc3)nc2c1 | 2.8%[76.3 µM]
CCOC(=O)c1c(NC(=O)/C=C/c2ccc(OC)c(OC)c2)sc(C(C)=O)c1C | -3.1%[76.3 µM]
Cc1ccc(CNC(=O)c2cc(S(=O)(=O)N3CCOCC3)cn2C)cc1 | -9.2%[76.3 µM]
O=C(Nc1ccc(N2CCCC2=O)cc1)c1cncc(Br)c1 | 6.9%[76.3 µM]
O=C(CCS(=O)(=O)c1cccs1)Nc1ccc(C(=O)Nc2cccc(Cl)c2)cc1 | -10.3%[76.3 µM]
CCCN1C2CCCC1CC(NC(=O)NC13CC4CC(CC(C4)C1)C3)C2 (stereo not drawn) | -5.0%[76.3 µM]
CCCn1c(COc2ccccc2)nc2ccccc21 | 16.3%[76.3 µM]
Cc1cc(C)c2c(CC(=O)Nc3ccc(S(=O)(=O)N4CCCCC4)cc3)coc2c1 | 3.1%[76.3 µM]
CCn1cc(/C=C(\NC(=O)c2cc(OC)c(OC)c(OC)c2)C(=O)NCCN2CCOCC2)c2ccccc21 | 6.6%[76.3 µM]
CCOC(=O)CN(C)Cc1cn[nH]c1-c1ccc2cc(OC)ccc2c1 | -13.0%[76.3 µM]
C=CCCC(=O)NC1CCCc2c1cnn2-c1ccccc1F (stereo not drawn) | -1.7%[76.3 µM]
O=S(=O)(/C=C/c1ccccc1)N1CCNCC1 | -17.9%
COc1ccc(CNC(=O)CCc2nnc3n(C)c(=O)c4sccc4n23)cc1 | 2.3%[76.3 µM]
CC1CCN(CC(=O)N2CCN(c3ccccc3)CC2)CC1 | -13.4%[76.3 µM]
COc1cccc(/C=C(\C)C(=O)c2c(C)cc(C)[nH]c2=O)c1OC | 3.7%
CCc1ccc(S(=O)(=O)NC2CC(C)(C)NC(C)(C)C2)cc1 | -17.0%[15.3 µM]
Cc1cccc(NC(=O)NCCCCc2ccccc2)c1 | 5.7%[76.3 µM]
Cc1ccc(S(=O)(=O)N2CCN(C(=O)c3ccco3)CC2)cc1C | -6.3%

In the list so far, these contain two or more sulfur atoms:
SMILES | GAA glycogen mod
C=CCN1C(=O)/C(=C2/Sc3ccccc3N2CC)SC1=S | -2.4%[76.3 µM]
O=C(CCS(=O)(=O)c1cccs1)Nc1ccc(C(=O)Nc2cccc(Cl)c2)cc1 | -10.3%[76.3 µM]

(list continues)
SMILES | GAA glycogen mod
COC(=O)c1cccc(C(=O)N2CCCC(Nc3ccc4c(c3)OCCO4)C2)c1 (stereo not drawn) | 1.1%[76.3 µM]
CSc1ncccc1C(=O)N(C)CC(=O)Nc1ccc(Cl)c(C(F)(F)F)c1 | 3.5%[76.3 µM]
COc1ccc(NC2=NCCCCC2)cc1 | 12.2%[76.3 µM]
COc1ccccc1CC(=O)N1CCN(c2cccc(Cl)c2)CC1 | -8.2%[76.3 µM]
COc1ccc(C(=O)Nc2ccccn2)cc1S(=O)(=O)N1CCOCC1 | -0.5%[76.3 µM]
COc1ccc(CN2C(=O)C(NC(=O)c3ccccc3C)(C(F)(F)F)N=C2c2ccccc2)cc1 (stereo not drawn) | -12.6%[76.3 µM]
O=C(NCCc1ccccc1Cl)C1CC(=O)N(C2CCCCC2)C1 (stereo not drawn) | -1.2%
Cc1cccc(NC(=O)C2CCCN(c3nnc(-n4c(C)ccc4C)s3)C2)c1C (stereo not drawn) | 8.3%[76.3 µM]
CN1C(=O)c2cccc3c(S(=O)(=O)N(C)C)ccc1c23 | 4.6%[76.3 µM]
COC(=O)c1cc(C(=O)c2c(C)cc3ccccn23)cc([N+](=O)[O-])c1 | -3.8%
CC(C)N(C(=O)Cn1cc(SCC(=O)Nc2ccccc2C(F)(F)F)c2ccccc21)C(C)C | -14.3%[76.3 µM]
Cc1nc2oc3ccc(F)cc3c(=O)c2cc1C(=O)O | -6.3%
Cn1nc(C(=O)Nc2ccc3c(c2)OCO3)c2ccccc2c1=O | -3.0%[76.3 µM]
COc1cccc(CN2CC(C(=O)NCc3ccc(Cl)s3)CCC2=O)c1 (stereo not drawn) | -21.4%[76.3 µM]
CCOc1ccc2nc(SCC(=O)NC3CCCCC3)[nH]c2c1 | 1.7%
O=C(Cn1ncn2c(cc3ccccc32)c1=O)NCc1ccc(F)cc1 | -7.7%[76.3 µM]
CCCc1c(C(=O)N/N=C/c2sccc2C)nnn1-c1nonc1N | -8.7%[76.3 µM]
Cc1ccc(COC(=O)c2[nH]c3c(c2C)C(=O)CC(c2ccc(Cl)cc2)C3)cc1 (stereo not drawn) | -7.2%[76.3 µM]
Cc1c(C(=O)NCCNc2ncc(C(F)(F)F)cc2Cl)cccc1[N+](=O)[O-] | 1.0%
COc1ccc(C(=O)NC(=S)Nc2cccnc2)cc1Cl | 7.9%[76.3 µM]
COc1cccc(CN2CC(C(=O)NCCOc3cccnc3)CCC2=O)c1 (stereo not drawn) | -0.6%[76.3 µM]
Cc1cc(NC(=O)CNCC(c2ccccc2)N(C)C)c([N+](=O)[O-])cc1C (stereo not drawn) | 6.0%
COc1ccc(CNC(=O)[C@@H](NC(=O)C2CCN(C(=O)[C@@H](N)CCSC)CC2)C(C)C)cc1 | -3.7%[76.3 µM]
COc1ccccc1N1CCN(C(=O)CCc2nnc3ccc(N4CCC(C)CC4)nn23)CC1 | -1.7%[76.3 µM]
CCC(C(=O)OC)n1cnc2c(nnn2-c2ccc(F)cc2)c1=O (stereo not drawn) | -2.8%[76.3 µM]
O=C(c1cc(F)ccc1F)N1CCC(N2CCC(C(=O)N3CCCC3)CC2)CC1 | -2.7%[76.3 µM]
COc1ccccc1C(=O)OCC(=O)NC1CCCC1 | -2.1%
CCc1cccc(C)c1NC(=O)Cn1ccn(Cc2ccc(Cl)cc2)c(=O)c1=O | 12.6%[76.3 µM]
COc1ccc(Cl)cc1Nc1nc(N)c2ccccc2n1 | -6.9%[76.3 µM]
COc1ccccc1OCc1cc(C(=O)N2CC3C[C@@H]4CC2C[C@H](C3)C4)no1 | -1.6%[76.3 µM]
C/C(=N\Nc1ccccc1C)c1cccnc1 | -0.9%
CCn1c(=O)cc(OCC(=O)N2CCN(c3ccc(C)cc3)C(C)C2)c2ccccc21 (stereo not drawn) | -23.4%[76.3 µM]
Nc1ccc(CCn2ccnc2)cc1 | -0.7%
O=C(Nc1ccc2c(c1)OCCO2)c1ccc(Cl)cc1 | 0.3%[76.3 µM]
COc1ccc(C(=O)CCN2CCN(c3ccc(OC)cc3)CC2)cc1 | -3.4%
CCOC(=O)c1ccc(Nc2nc3ccccc3n3c(C)nnc23)cc1 | 3.1%[76.3 µM]
Cn1c(=O)c(C(N)=S)cn(-c2ccccc2)c1=O | -15.4%
O=[N+]([O-])c1ccc(N/N=C/c2cccc(O)c2O)cc1 | ?
Cc1cccc(N2C(=O)C3CCCN3C2=S)c1 (stereo not drawn) | -4.7%
COc1ccc(CCNC(=O)CCS(=O)(=O)Cc2ccccc2C)cc1OC | 9.9%

Quoted at random: two records from the list
SMILES | GAA glycogen mod
COc1ccccc1OCc1cc(C(=O)N2CC3C[C@@H]4CC2C[C@H](C3)C4)no1 | -1.6%[76.3 µM]
O=[N+]([O-])c1ccc(N/N=C/c2cccc(O)c2O)cc1 | ?

(list continues)
SMILES | GAA glycogen mod
Cc1noc(/C=C/N(C)C)c1S(=O)(=O)N1CCC(C(=O)Nc2ccc(Cl)cc2)CC1 | -2.2%[76.3 µM]
O=C(CSc1ccccc1)Nc1ccc2sccc2c1 | -5.4%[76.3 µM]
COC(=O)C1=C(C)N(Cc2ccccc2)C(=NCC2CC2)N[C@H]1c1ccccc1 | 14.6%&-1.1%[76.3 µM]
CC(=O)NC(C)c1nc2ccccc2n1Cc1ccccc1Cl (stereo not drawn) | -5.7%[76.3 µM]
CCc1nc2c(c(=O)[nH]1)C(CC)(CC)Cc1ccccc1-2 | 4.0%[76.3 µM]
COc1cc(OC)c(C2Nc3ccccc3NC3=C2C(=O)CC(C)(C)C3)cc1OC (stereo not drawn) | 12.7%[76.3 µM]
CN1CCN(C(=O)C2CCC(=O)N(CCc3cccc(F)c3)C2)CC1 (stereo not drawn) | -7.5%[76.3 µM]
C=CCn1c(/N=C/c2ccc(OC)cc2)nc2ccccc21 | -1.6%
CC1CN(C(=O)CCC(=O)N2CCN(c3cccc(C(F)(F)F)c3)CC2)c2ccccc2O1 (stereo not drawn) | -13.0%[76.3 µM]
COC(=O)c1cc2sc(Cl)cc2n1Cc1nc(-c2ccccc2C)oc1C | 15.5%[76.3 µM]
CCCS(=O)(=O)N1CCCC(C(=O)NCCc2cccc(C)c2)C1 (stereo not drawn) | 4.4%
Cc1cccc(COc2ccc(/C=N/NC(=O)c3nnn(-c4nonc4N)c3CN3CCCCC3)cc2)c1 | 1.7%[76.3 µM]
CCN(C(=O)Cc1c(C(=O)O)n(C)c2ccccc12)c1cccc(C)c1 | 4.5%
N#C/C(=C/c1cc(Cl)c(O)c(Cl)c1)C(=O)N1CCCCC1 | ?
Cc1cccc(COC(=O)C(Cc2ccccc2)NC(N)=O)c1 (stereo not drawn) | -15.5%
CC(=O)N1CCc2c(sc3c2c(=O)n(CCc2ccccc2)c(=O)n3Cc2ccc(F)cc2)C1 | ?
COc1ccccc1-c1nnc(C2CCN(S(=O)(=O)c3ccccc3)CC2)o1 | -21.8%[76.3 µM]
COc1ccc(C(=O)NC(=S)Nc2ccc3[nH]c(=O)[nH]c3c2)cc1 | 3.1%
Cc1cc(C)c(Cn2c(C)c(CNCc3ccccc3C)c(C(=O)O)c2C)c(C)c1 | 3.0%[76.3 µM]
COC(=O)c1ccccc1NC(=O)CCCn1nc(C)c2sc3ccccc3c2c1=O | 12.2%[76.3 µM]

Single entries from above:
`Cc1cccc(COc2ccc(/C=N/NC(=O)c3nnn(-c4nonc4N)c3CN3CCCCC3)cc2)c1` in GAA glycogen mod reads 1.7%[76.3 µM]
`COC(=O)c1ccccc1NC(=O)CCCn1nc(C)c2sc3ccccc3c2c1=O` in GAA glycogen mod reads 12.2%[76.3 µM]
`Cc1cccc(COC(=O)C(Cc2ccccc2)NC(N)=O)c1` (stereo not drawn) in GAA glycogen mod reads -15.5%
`COc1ccc(C(=O)NC(=S)Nc2ccc3[nH]c(=O)[nH]c3c2)cc1` in GAA glycogen mod reads 3.1%

Other entries:
SMILES | GAA glycogen mod
Cc1cc(NC(=O)Cn2nc(C(=O)O)c3ccccc3c2=O)c([N+](=O)[O-])cc1C | -2.4%[76.3 µM]
CCOC(=O)c1cnc2cc(C(F)(F)F)ccc2c1N1CCN(c2cccc(Cl)c2)CC1 | -17.0%[76.3 µM]
COc1cc(OCC(=O)NC(C)C)cc2c1C(=O)O[C@@H](C)CCCC(=O)CCCCC2 | 4.1%
Cc1ccc(-c2nnn(CC(=O)N(CCCO)C(C(=O)NC3CCCC3)c3ccc(F)cc3)n2)o1 (stereo not drawn) | 0.0%
COCC(=O)Nc1cc(C)cn(Cc2cccc(C(F)(F)F)c2)c1=O | -3.2%[76.3 µM]
CC(O)c1ccc(OCCN(C)c2ccccn2)cc1 (stereo not drawn) | -0.4%
Cn1c(SCC(=O)Nc2ccc3c(c2)OCCO3)nnc1-c1ccncc1 | -0.6%
COc1cccc(CN2CCN(C(=O)c3ccco3)CC2)c1 | 0.3%[76.3 µM]
CCc1ccc(S(=O)(=O)c2nnn3c2nc(Nc2ccc(NC(C)=O)cc2)c2sccc23)cc1 | 7.0%[76.3 µM]
CN(C)C(CNC(=O)CCCN1C(=O)c2cccc3cccc(c23)C1=O)c1ccccc1 (stereo not drawn) | 0.6%
COc1ccccc1N1CCN(S(=O)(=O)c2c(C)sc3ncn(CC(=O)N(C)c4ccc(Cl)cc4)c(=O)c23)CC1 | -3.5%[76.3 µM]
Cc1nnc(SCC(=O)NC2CCCc3c2cnn3-c2ccccc2F)o1 (stereo not drawn) | -0.5%[76.3 µM]
COc1ccccc1N1CCN(C(=O)c2cccs2)CC1 | 5.0%
O=C(O)c1ccc(Nc2nc(-c3cccnc3)cs2)cc1 | 4.2%
c1ccc(SCCN2CCN(c3ccccc3)CC2)cc1 | 2.4%
Cc1ccccc1NC(=O)C1CCC(=O)N1 (stereo not drawn) | -20.6%[76.3 µM]
Cc1cccc2c1cnn2C(=O)CCC(=O)NC1CCCCC1 | 8.2%[76.3 µM]
CC(NS(=O)(=O)c1c(N)n(C)c(=O)n(C)c1=O)c1ccccc1 (stereo not drawn) | 4.6%[76.3 µM]
Cc1cc(C)cc(NS(=O)(=O)Cc2ccccc2)c1 | 1.8%[76.3 µM]
Cc1ccc(NC(=O)NCCOCCn2c(=O)oc3ccccc32)cc1F | -6.4%[76.3 µM]
COc1cc(OC)c(C(=O)OCN2C(=O)c3ccccc3C2=O)cc1OC | -4.3%[76.3 µM]
CCc1ccc(NC(=O)c2ccc(-c3ccccc3)s2)cc1 | 2.1%[76.3 µM]
CC(C)(C)C(=O)Nc1nnc(SCC(=O)NC2CCCCC2)s1 | 1.4%[76.3 µM]

For convenience, part of the list above:
SMILES | GAA glycogen mod
O=C(NC1CCCC1)C(c1ccc(F)cc1)N(Cc1ccccc1)C(=O)c1csnn1 (stereo not drawn) | -0.6%
C=CCN1C(=O)/C(=C2/Sc3ccccc3N2CC)SC1=S | -2.4%[76.3 µM]
CC(C)N(Cc1nccn1C)C(=O)c1ccc2oc(Cc3ccccc3)nc2c1 | 2.8%[76.3 µM]
CCOC(=O)c1c(NC(=O)/C=C/c2ccc(OC)c(OC)c2)sc(C(C)=O)c1C | -3.1%[76.3 µM]
